ABHD5-PLIN5 inh: ABHD5-PLIN5 protein interaction inhibition. Split G. princeps luciferase complementation, luminescence, 4 h. inhibition, % at 4 µM. 360,000 compounds, 0.78% hits;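 active means inhibition above the mean inhibition across every tested compound plus 3 SD, cut at about 22% in these data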;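 further: 0% = DMSO only wells and the 100% control is not disclosed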
Target sequence (Q00G26 whole entry, looked up): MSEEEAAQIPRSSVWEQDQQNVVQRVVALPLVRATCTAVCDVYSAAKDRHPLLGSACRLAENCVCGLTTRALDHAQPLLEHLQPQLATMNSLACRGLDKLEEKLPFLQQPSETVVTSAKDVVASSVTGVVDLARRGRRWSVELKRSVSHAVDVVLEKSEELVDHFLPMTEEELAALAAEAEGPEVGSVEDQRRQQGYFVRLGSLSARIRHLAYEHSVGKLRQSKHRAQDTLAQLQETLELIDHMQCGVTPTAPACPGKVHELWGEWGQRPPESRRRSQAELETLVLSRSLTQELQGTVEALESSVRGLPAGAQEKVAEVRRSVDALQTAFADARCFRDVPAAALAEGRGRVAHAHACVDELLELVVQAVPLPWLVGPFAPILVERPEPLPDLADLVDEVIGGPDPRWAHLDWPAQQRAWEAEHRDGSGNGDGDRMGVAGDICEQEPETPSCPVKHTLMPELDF
Target sequence (Q8WTS1 whole entry, looked up): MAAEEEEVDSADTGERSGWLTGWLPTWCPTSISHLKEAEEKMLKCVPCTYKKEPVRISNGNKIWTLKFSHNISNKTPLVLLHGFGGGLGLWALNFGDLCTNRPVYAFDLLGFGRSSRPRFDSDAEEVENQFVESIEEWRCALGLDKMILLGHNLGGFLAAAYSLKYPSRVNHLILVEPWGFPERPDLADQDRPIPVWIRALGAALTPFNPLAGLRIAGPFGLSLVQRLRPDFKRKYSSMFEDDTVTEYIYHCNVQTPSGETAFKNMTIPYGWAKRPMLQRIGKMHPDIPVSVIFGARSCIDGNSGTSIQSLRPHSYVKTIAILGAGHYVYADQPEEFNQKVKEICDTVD
CaV13 FRET inh: Disruptors of the CACNA1D IQ motif to Ca2+-dependent inactivation inhibitor domain association, primary screening, Förster resonance energy transfer in intact living …. inhibition, % at 12.3 µM. 340,000 compounds, 0.098% hits. HEK cells, CFP/YFP FRET ICDI-IQ, plate reader, 10 min; percent FRET-ratio fall versus neutral wells;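 active means mean replicate inhibition of at least 30% and at least 1% of replicates passing that level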;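 further: 0% = median of the neutral control wells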
MC4R barr agon: activates human MC4R beta-arrestin recruitment; AID 540308; activation, % at 8.9 µM; P32245; 360,000 compounds, 0.98% hits; U2OS MC4R beta-arrestin complementation, luminescence; percent of melanotan II response, DMSO zero;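 active means activation above a per-plate cutoff, the mean activation of sample wells on that plate plus 3 SD, cut at about 8% in these data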
N-glyco inh: blocks N-linked glycosylation in D54 reporter cells. D54 ERlucT glycosylation luciferase reporter, 24 h; percent of 100 nM tunicamycin response. 360,000 compounds, 0.23% hits. reporter increase, % at 12.5 µM. AID 588692;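 active means mean luciferase reporter signal, scaled so untreated is 0 and the glycosylation-blocking control 100, at or above a set limit in every replicate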;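 further: luciferase carries N-glycosylation sites so blocking glycosylation raises the light; 0% = median of neutral control wells and 100% = median of 100 nM tunicamycin wells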
ABCB6 inh 2: blocks the human ABCB6 transporter; 360,000 compounds, 0.19% hits; Q9NP58; fluorescence ratio to DMSO, % at 10 µM; K562-ABCB6 porphyrin accumulation, flow cytometry, 1 h; hits give low values;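 active means fluorescence ratio to DMSO below 75%, the collection mean minus 3 SD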;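 further: signal is porphyrin accumulated inside mitochondria; 100% equals median channel fluorescence of DMSO control wells; lower ratio means ABCB6 inhibition with less porphyrin fluorescence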
PDI inh: PDI (human) enzyme inhibition | 350,000 compounds, 0.052% hits | inhibition, % at 10 µM | PDI insulin aggregation turbidity, A650, 90 min | P07237 | AID 588391;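 active means mean inhibition across replicates of 30% or more, whatever share of single replicates reach that level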;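 further: absorbance from insulin aggregation driven by PDI reduction with DTT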
Cardio protect: protects H9c2 cardiomyocytes from peroxide injury; H2O2 injury protection, ATPLite, 2 h; protection from H2O2 cell death, % at 20 µM; 360,000 compounds, 0.63% hits; AID 588492;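 active means compounds giving at least 50% protection of heart cells from peroxide-induced death in the single-dose screen, raw or plate-pattern-corrected value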;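 further: 0% = DMSO wells with peroxide and 100% = DMSO wells without peroxide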
MC4R antagonist: antagonists of human melanocortin 4 receptor (MC4R) | P32245 | MC4R-expressing cells, MTII-stimulated cAMP, LANCE TR-FRET | inhibition, % at 6.5 µM | 360,000 compounds, 0.48% hits;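 active means inhibition above its plate's cutoff, the mean of tested wells on that plate plus 3 SD, cut at about 29% in these data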;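 further: 0% = Melanotan II alone and 100% = Melanotan II plus saturating MCL0020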
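Material: human MC4R-expressing U2OS cells. Probe or stimulus: Melanotan II challenge. Dosing: 6.5 µM single dose. Times: 30-min compound, 1-h challenge, 1-h detection, room temperature. Technique: TR-FRET with Eu-cAMP and labeled anti-cAMP, 671 nm. Replication: singlicate.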
Granule exo inh: blocks lytic granule exocytosis; 360,000 compounds, 0.66% hits; inhibition, % at 10 µM; TALL-104 LAMP-1 surface exposure, flow cytometry; cells stimulated with thapsigargin and PMA;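 active means inhibition above about 55%, limit read from the data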
HTR2A ag: activates the mouse 5-HT2A serotonin receptor; activation, % at 7.6 µM; CHO-K1 mHTR2A beta-arrestin complementation, luminescence; percent of 30 µM serotonin response; P35363; 360,000 compounds, 0.66% hits;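 active means activation above a run cutoff, the mean activation of all tested compounds plus 3 SD, cut at about 14% in these data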;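 further: 0% = plate median of compound wells and 100% = 30 µM serotonin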
The depositor's hits bear a star; i = inactive; x = no result given.

SMILES | ABHD5-PLIN5 inh | CaV13 FRET inh | MC4R barr agon | N-glyco inh | ABCB6 inh 2 | PDI inh | Cardio protect | MC4R antagonist | Granule exo inh | HTR2A ag
CC(=O)Oc1ccc(C(=O)Nc2nnc(C)s2)cc1 | -1 | -5 | -2.4 | 4 | 101 | 6 | -1 | 2 | -1 | 1
CN(Cc1ccccc1)C(=O)COc1ccc(-c2nnco2)cc1 | -2 | -3 | -2.2 | 2 | 99 | -5 | -4 | 2 | -3 | 3
O=C(Nc1ccn(Cc2ccccc2)n1)c1cccc(F)c1 | -1 | -5 | -3.5 | -6 | 95 | 4 | -7 | -10 | -6 | -1
Cc1cc2oc(=O)cc(CN3CCC(C)CC3)c2cc1Cl | -4 | x | -1.9 | 0 | 97 | 5 | -12 | -4 | -2 | 12
NS(=O)(=O)c1cccc(NC(=O)COC(=O)CN2C(=O)c3ccccc3C2=O)c1 | 1 | -4 | -0.8 | 0 | 98 | 5 | 3 | 5 | 1 | -2
COc1ccc(C(=O)Nc2nc(-c3ccc(OC)cc3)c(-c3ccc([N+](=O)[O-])cc3)s2)cc1 | -3 | x | 1.6 | -3 | 98 | -3 | 7 | 0 | 0 | 5
Cc1cccc(NC(=O)CCNC(=O)c2ccccc2Cl)n1 | -2 | -7 | -3.0 | 1 | 103 | -1 | -5 | 6 | -4 | 0
CC(=O)NC(c1ccccc1)c1nc(-c2cc(F)cc(F)c2)cs1 (configuration not stated) | 6 | -13 | 1.2 | -1 | 93 | 4 | -5 | 2 | 2 | -1
O=C(Cc1ccc(F)cc1)N[C@@H]1c2ccccc2CC[C@@H]1O | -1 | -4 | -0.1 | 0 | 104 | -2 | 15 | -3 | -1 | -2
CCc1sc(C(=O)Nc2ccc3c(c2)OCO3)cc1C | -9 | -5 | 5.1 | -3 | 94 | -5 | -15 | -7 | 7 | -5
Cc1nn(CCCC(=O)N2CCc3ccccc3C2)c(=O)c2cc3sccc3n12 | -1 | -3 | 0.0 | 3 | 99 | x | 8 | 3 | -5 | 2
O=C(CNS(=O)(=O)c1cccc(F)c1)OCC(=O)N1CCCC1=O | -2 | -5 | -0.7 | 1 | 91 | -11 | 11 | 16 | 1 | 2
Cc1nccn1-c1ncnc2sc3c(c12)CCCC3 | -3 | x | -1.3 | 1 | 99 | -5 | -5 | -5 | -1 | 0
O=C(NCCOC(=O)c1ccccc1)c1ccccc1 | 2 | -2 | 0.1 | -1 | 95 | 6 | 3 | 2 | -2 | 0
O=[N+]([O-])c1ccc(N2CCNCC2)cc1Sc1nc2ccccc2[nH]1 | 0 | -5 | -3.2 | 0 | 81 | 3 | 22 | 2 | -1 | -8
COC(=O)C1=NNC(C(=O)c2ccco2)C1c1ccccc1 (configuration not stated) | 9 | -7 | 0.0 | 0 | 103 | 3 | -2 | 28 | -7 | -1
CCCCn1c(N)c(N(CCC(C)C)C(=O)C2CSC3(C)CCC(=O)N23)c(=O)[nH]c1=O (configuration not stated) | -2 | -2 | -0.4 | 0 | 96 | -10 | -3 | 0 | 4 | 10
CN(C)C=Nc1nonc1-c1ncn[nH]1 | 4 | -1 | -1.7 | 1 | 92 | 8 | 3 | 2 | 0 | 0
COc1cc2c(cc1NC(=O)c1cccc([N+](=O)[O-])c1C)oc1ccccc12 | -3 | -7 | -0.3 | -7 | 100 | -8 | 6 | 8 | -2 | 0
Cc1ccc(S(=O)(=O)Cn2nnnc2CN(Cc2ccco2)Cc2cccs2)cc1 | -5 | -6 | 0.0 | -1 | 101 | -5 | 4 | 3 | -5 | 2
O=C(O)c1cccc(-c2csc(C(O)c3ccc(F)cc3)n2)c1 (configuration not stated) | -4 | -6 | 1.2 | 2 | 99 | 4 | 1 | 5 | -3 | 1
CCCC(C(=O)NC(C)(C)C)N(CC1CCCO1)C(=O)CNS(=O)(=O)c1ccc(F)cc1 (configuration not stated) | 11 | -2 | 1.4 | -3 | 98 | -5 | -1 | 25 | 0 | 2
CCOC(=O)/C(C(C)=O)=C1\OC(=O)c2ccccc21 | 1 | -8 | -0.6 | 2 | 98 | -3 | 2 | 5 | 2 | -1
c1ccc(CSc2nnc(-c3ccco3)c(-c3ccco3)n2)cc1 | 20 | x | -3.2 | -4 | 108 | 14 | -10 | -5 | -2 | 1
COc1ccc(/C=N/NC(=O)CC(=O)N/N=C/c2ccc(OC)cc2)cc1 | -1 | 1 | -1.4 | -1 | 96 | 17 | -3 | -2 | -6 | 2
Cc1c(C(=O)NCc2ccc(C#N)cc2)sc(=O)n1Cc1ccccn1 | -1 | -9 | 0.5 | -6 | 93 | -15 | 2 | 8 | -2 | 4
O=C(NCCc1ccccc1)C1CCC(CNS(=O)(=O)c2cccs2)CC1 (configuration not stated) | -2 | 11 | -1.6 | -4 | 97 | -19 | -3 | 9 | 2 | -4
COc1ccc(CCC(C)NCc2ccccc2OC)cc1 (configuration not stated) | -5 | 9 | 2.5 | 2 | 102 | -3 | -6 | 6 | 47 | 2
CCCc1cc(=O)oc2cc(C)cc(OCC(=O)NC3CCN(Cc4ccccc4)CC3)c12 | 6 | -3 | 2.9 | -1 | 100 | 7 | 0 | 0 | 22 | -7
Clc1cccc(Cl)c1CSc1nnc(/C=C/c2ccccc2)o1 | -7 | x | 2.0 | 2 | 90 | 2 | -15 | -3 | -3 | -4
CCOC(=O)/C(C#N)=C/c1cc2ccccc2nc1N1CCCCC1 | 3 | -27 | -1.4 | -2 | 401 | -3 | 0 | 4 | -5 | -1
O=C(N/N=C/c1c(F)c(F)c(F)c(F)c1F)c1ccc(Cn2cc(Br)cn2)o1 | -3 | -3 | -3.2 | -4 | 98 | 5 | 4 | 0 | -5 | 1
CCCNC(=O)c1cc(C2CCCCN2C(=O)c2ccc(NC(C)=O)cc2)on1 (configuration not stated) | 3 | -10 | -2.9 | 0 | 100 | 2 | -8 | 1 | 1 | -4
COCCNC(=O)NC(=O)COC(=O)c1ccc2[nH]c3c(c2c1)CCCC3 | 10 | -3 | 1.4 | -2 | 98 | 0 | 1 | 3 | 0 | 7
O=C(O)c1ccc(COCC(F)(F)C(F)F)o1 | 4 | x | -1.6 | 4 | 89 | -5 | -4 | -1 | -1 | 4
Cc1ccc(SCCNC(=O)/C=C/c2ccc([N+](=O)[O-])cc2)cc1 | -7 | -3 | -0.5 | 1 | 98 | -8 | -5 | 6 | -1 | -8
CC(NC(=S)Nc1ccccc1)C(c1cccs1)N1CCOCC1 (configuration not stated) | 1 | -4 | -2.0 | -1 | 99 | 9 | 4 | 1 | -1 | -1
CC(NC(=O)CNC(=O)[C@@H]1Cc2ccccc2CN1)c1ccccc1 (some centres not stated) | 11 | -14 | -0.6 | 3 | 99 | 2 | -1 | 4 | -2 | 5
CCOC(=O)c1sc(NC(=O)c2cc3n(n2)C(C(F)(F)F)CC(c2ccccc2)N3)c(C(=O)OCC)c1C (configuration not stated) | 9 | -8 | 0.9 | 2 | 95 | 2 | -4 | 7 | -3 | 7
O=C(CN1CCN(c2ccccc2)CC1)Nc1ccc(Oc2ccccc2)cc1 | -5 | -7 | 19* | 0 | 94 | 12 | -6 | 4 | 0 | 8
COc1ccc(Cl)cc1NC(=O)CN(C)C1CCS(=O)(=O)C1 (configuration not stated) | 0 | -5 | -0.3 | 0 | 96 | -4 | 1 | 11 | 3 | -1
CCCN1CCN(C(=O)Nc2cccc(C(F)(F)F)c2)CC1 | 1 | -5 | 0.9 | -2 | 100 | -79 | -6 | -6 | 7 | -2
CS/C(N)=N/N=C/c1cc(Br)cc(Br)c1O | -10 | -4 | -0.8 | -1 | 105 | 0 | 3 | 4 | 4 | -3
CC(=O)c1c(C)[nH]c(C(=O)OCC(=O)NCCCc2ccccc2)c1C | 1 | -2 | 0.2 | 3 | 91 | -5 | -4 | 4 | 1 | 3
CC(=O)Nc1ccc(NC(=O)C2(C)Cc3c(-c4cccc(C(F)(F)F)c4)ccnc3O2)cc1 (configuration not stated) | 7 | -5 | 0.0 | 1 | 98 | -4 | 4 | 12 | -1 | -2
Cc1ccc(NC(=O)C(=O)NCc2ccco2)c(C)c1 | -1 | -3 | -1.5 | 4 | 101 | 3 | 6 | 1 | 2 | 2
CCN(CC)c1ccc2nc3ccc(N)cc3[n+](-c3ccccc3)c2c1 | 19 | -11 | -8.7 | 1 | i | 4 | -10 | -25 | 48 | -8
O=C(CC(=O)N/N=C\c1ccccc1[N+](=O)[O-])NCCc1ccccc1 | 6 | -9 | -0.9 | -1 | 103 | 2 | -4 | 12 | 12 | 1

Exported as tab-separated lines: 2 of the compounds above.
canonical_smiles	ABHD5-PLIN5 inh	CaV13 FRET inh	MC4R barr agon	N-glyco inh	ABCB6 inh 2	PDI inh	Cardio protect	MC4R antagonist	Granule exo inh	HTR2A ag
CS/C(N)=N/N=C/c1cc(Br)cc(Br)c1O	-10	-4	-0.8	-1	105	0	3	4	4	-3
CC(=O)c1c(C)[nH]c(C(=O)OCC(=O)NCCCc2ccccc2)c1C	1	-2	0.2	3	91	-5	-4	4	1	3

(continued)
SMILES | ABHD5-PLIN5 inh | CaV13 FRET inh | MC4R barr agon | N-glyco inh | ABCB6 inh 2 | PDI inh | Cardio protect | MC4R antagonist | Granule exo inh | HTR2A ag
COc1ccc(CCCc2n[nH]c(=S)o2)c(C)c1 | -2 | 16 | -1.0 | 1 | 103 | 4 | 7 | 12 | -13 | 7
CCCCCn1c(=O)c(C(=O)OCC)c(O)c2ccccc21 | 0 | -5 | -1.1 | 1 | 101 | -7 | 17 | 4 | -1 | 1
CCc1ccc(C(=O)OCC(=O)NCC(F)(F)F)cc1 | 8 | -18 | 0.6 | -1 | 90 | 5 | -4 | -10 | 0 | 2
CCOC(=O)c1cc2sc(C)cc2n1CC(=O)Nc1ccc2c(c1)OCCO2 | -2 | -9 | 3.0 | -3 | 93 | -3 | -12 | -1 | 8 | -3
C/C=C(\C)C(=O)N1CC2(CC(c3cccc(NC(=O)CCCCC)c3)=NO2)C[C@@H]1C(N)=O (some centres not stated) | -2 | -12 | -1.0 | 0 | 98 | -9 | 0 | -1 | -2 | -3
CN(O)C(=S)c1ccccc1 | -2 | -13 | -5.1 | -17 | 97 | -1 | 4 | -4 | 4 | -16
NS(=O)(=O)c1ccc(NC(=O)/C=C/c2cccs2)cc1 | 7 | -5 | -1.7 | 1 | 95 | 2 | 10 | -8 | -10 | 0
Nc1ccc2oc(=O)c(-c3ccccc3)cc2c1 | -1 | -5 | -1.7 | 1 | 96 | 6 | -2 | 13 | 0 | 3
COc1cccc(C(=O)COC(=O)c2ccc(NC(C)=O)cc2)c1 | -2 | -4 | -1.7 | 3 | 98 | 6 | 0 | 3 | -4 | 1
CN(C)c1ccc(C(=O)OCC(=O)c2ccc[nH]2)cc1 | 4 | -6 | 0.7 | 0 | 104 | -16 | 0 | -1 | -4 | 5
O=C1C2C3C=CC(C3)C2C(=O)N1c1ccc(S(=O)(=O)Nc2nccs2)cc1 (configuration not stated) | 1 | -6 | 0.2 | 0 | 103 | -6 | -1 | -3 | 15 | -4
COc1cccc2sc(/N=C/N(C)C)nc12 | -6 | 4 | -0.2 | 4 | 93 | 5 | 4 | -1 | -1 | 1

Compound activity as filed in PubChem.
